m5-HT2A agonist: activates the mouse 5-HT2A serotonin receptor; CHO-K1 mHTR2A beta-arrestin complementation, luminescence; percent of 30 µM serotonin response; activation, % at 7.6 µM; actives 0.66% (n = 360,000);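 active = activation above a run cutoff, the mean activation of all tested compounds plus 3 SD, cut at about 14% in these data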;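 also: 0% = plate median of compound wells and 100% = 30 µM serotonin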
Target sequence (P35363 whole entry, looked up): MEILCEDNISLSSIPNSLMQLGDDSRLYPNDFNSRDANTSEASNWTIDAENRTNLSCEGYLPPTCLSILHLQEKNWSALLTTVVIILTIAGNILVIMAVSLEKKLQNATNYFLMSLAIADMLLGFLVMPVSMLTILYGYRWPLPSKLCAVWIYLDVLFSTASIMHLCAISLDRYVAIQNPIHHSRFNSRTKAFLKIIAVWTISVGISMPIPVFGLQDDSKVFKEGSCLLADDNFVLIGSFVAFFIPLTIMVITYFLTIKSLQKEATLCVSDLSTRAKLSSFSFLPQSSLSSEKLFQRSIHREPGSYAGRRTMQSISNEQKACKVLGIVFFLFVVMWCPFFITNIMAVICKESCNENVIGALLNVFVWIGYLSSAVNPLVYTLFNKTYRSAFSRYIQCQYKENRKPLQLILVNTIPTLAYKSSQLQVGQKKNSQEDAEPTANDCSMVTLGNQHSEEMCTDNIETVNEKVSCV
ABCB6 inh 2: blocks the human ABCB6 transporter | AID 602162 | fluorescence ratio to DMSO, % at 10 µM | actives 0.19% (n = 360,000) | K562-ABCB6 porphyrin accumulation, flow cytometry, 1 h; stronger effect = lower value | Q9NP58;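 active = fluorescence ratio to DMSO below 75%, the collection mean minus 3 SD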;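 also: signal is porphyrin accumulated inside mitochondria; 100% equals median channel fluorescence of DMSO control wells; lower ratio means ABCB6 inhibition with less porphyrin fluorescence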
Glyco luc inh: N-linked glycosylation inhibition. D54 ERlucT glycosylation luciferase reporter, 24 h; percent of 100 nM tunicamycin response. reporter increase, % at 12.5 µM. actives 0.23% (n = 360,000). AID 588692;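 active = mean luciferase reporter signal, scaled so untreated is 0 and the glycosylation-blocking control 100, at or above a set limit in every replicate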;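 also: luciferase carries N-glycosylation sites so blocking glycosylation raises the light; 0% = median of neutral control wells and 100% = median of 100 nM tunicamycin wells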
aDG glyco up: alpha-DG glycosylation activation; activation, % at 10 µM; actives 0.22% (n = 360,000); Pro5-aDG cells, alpha-DG glycosylation AlphaScreen (IIH6); 0% Pro5, 100% B10-LARGE cell signal;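 active = activation of at least 8% versus controls, or a plate z-score of at least 8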;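 also: Pro5 are CHO cells carrying HIG-tagged alpha-DG that lacks glycosylation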
iPSC survival up: increases survival of single human iPS cells | hiPSC single-cell survival, ATPlite luminescence; 100% = ROCK inhibitor wells, 0% = DMSO | survival enhancement, % at 20 µM | actives 0.044% (n = 360,000) | AID 602274; in the data active = survival enhancement above about 18%;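 also: cells exposed to compounds for 16 hours before the ATP read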
Exocytosis inh: blocks lytic granule exocytosis; TALL-104 LAMP-1 surface exposure, flow cytometry; cells stimulated with thapsigargin and PMA; inhibition, % at 10 µM; actives 0.66% (n = 360,000);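 active = inhibition above about 55%, limit read from the data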
ABHD5-PLIN5 inh: inhibitors of human ABHD5-perilipin-5 interaction | Split G. princeps luciferase complementation, luminescence, 4 h | Q00G26+Q8WTS1 | inhibition, % at 4 µM | actives 0.78% (n = 360,000) | AID 602281;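 active = inhibition above the mean inhibition across every tested compound plus 3 SD, cut at about 22% in these data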;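 also: 0% = DMSO only wells and the 100% control is not disclosed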
Cardio protect: protects H9c2 cardiomyocytes from peroxide injury; H2O2 injury protection, ATPLite, 2 h; protection from H2O2 cell death, % at 20 µM; actives 0.63% (n = 360,000); AID 588492;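 active = compounds giving at least 50% protection of heart cells from peroxide-induced death in the single-dose screen, raw or plate-pattern-corrected value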;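 also: 0% = DMSO wells with peroxide and 100% = DMSO wells without peroxide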
MC4R ag barr: agonists of human melanocortin 4 receptor (MC4R) beta-arrestin; U2OS MC4R beta-arrestin complementation, luminescence; percent of melanotan II response, DMSO zero; actives 0.98% (n = 360,000); activation, % at 8.9 µM; P32245;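 active = activation above a per-plate cutoff, the mean activation of sample wells on that plate plus 3 SD, cut at about 8% in these data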
Target sequence (P32245 whole entry, looked up): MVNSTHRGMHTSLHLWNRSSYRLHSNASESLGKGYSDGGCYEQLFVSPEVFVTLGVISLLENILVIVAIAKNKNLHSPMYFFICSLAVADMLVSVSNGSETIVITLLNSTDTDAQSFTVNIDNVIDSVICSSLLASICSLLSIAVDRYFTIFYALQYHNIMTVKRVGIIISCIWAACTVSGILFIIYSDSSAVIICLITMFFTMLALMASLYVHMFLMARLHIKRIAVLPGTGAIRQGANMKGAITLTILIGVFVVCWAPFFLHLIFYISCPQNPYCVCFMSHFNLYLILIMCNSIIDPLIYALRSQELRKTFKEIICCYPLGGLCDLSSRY
MC4R antagonist: blocks human MC4R cAMP signaling; P32245; MC4R-expressing cells, MTII-stimulated cAMP, LANCE TR-FRET; inhibition, % at 6.5 µM; actives 0.48% (n = 360,000); AID 540295;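 active = inhibition above its plate's cutoff, the mean of tested wells on that plate plus 3 SD, cut at about 29% in these data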;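 also: 0% = Melanotan II alone and 100% = Melanotan II plus saturating MCL0020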
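Material – human MC4R-expressing U2OS cells · Repeats – no replicates · Detection – TR-FRET with Eu-cAMP and labeled anti-cAMP, 671 nm · Times – compound 30 min, challenge 1 h, detection 1 h · Compound – single nominal compound dose of 6.5 µM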
The depositor's hits bear a star; . = not tested or not shown.

item | mol | m5-HT2A agonist | ABCB6 inh 2 | Glyco luc inh | aDG glyco up | iPSC survival up | Exocytosis inh | ABHD5-PLIN5 inh | Cardio protect | MC4R ag barr | MC4R antagonist
1 | COC(=O)c1cnc(Oc2c(Cl)cc(N)cc2Cl)cc1C(F)(F)F | 5 | 97 | -1 | -0.2 | -0.7 | -26 | 1 | -6 | -0.2 | 4
2 | Cc1ccc([N+](=O)[O-])cc1NCC(=O)NN | -3 | 102 | 2 | 0.0 | -0.6 | 0 | 6 | -4 | -2.7 | 4
3 | CC(=O)c1ccc(N=Cc2c(O)n(-c3cc(Cl)ccc3N3CCOCC3)c(=O)c3ccccc23)cc1 | -4 | 99 | -5 | 1.3 | 0.7 | -1 | -2 | 18 | -1.8 | 7
4 | NS(=O)(=O)c1ccc(CCNC(=O)Cc2ccc(S(=O)(=O)N3CCCC3)s2)cc1 | 3 | 100 | -1 | 0.3 | -0.1 | -4 | 11 | 0 | 7.2 | 0
5 | CCSc1nnc(-c2ccncc2)o1 | 2 | 98 | 1 | -0.3 | -0.3 | 5 | 3 | -2 | -2.4 | 3
6 | Cc1occc1C(=O)N/N=C/c1sc(N2CCOCC2)nc1-c1ccccc1 | 4 | 97 | 2 | 0.4 | -1.2 | -5 | 10 | 3 | -1.7 | -10
7 | O=S(=O)(NCc1cccc(C(F)(F)F)c1)NCc1ccccc1F | 2 | 100 | 1 | 0.1 | 4.2 | -3 | 0 | 0 | -0.5 | 10
8 | CC(C)CNC(=O)C1Nc2ccccc2C2C=CCC12 (stereo unspecified) | 2 | 101 | 2 | -0.1 | -2.5 | -3 | 7 | 0 | 0.1 | 4
9 | CC(C)(C)n1nnnc1C(c1ccccc1)N1CCc2ccccc2C1 (stereo unspecified) | -2 | 98 | 15 | -0.3 | -1.6 | 0 | 2 | 26 | 1.7 | -3
10 | CCCS(=O)(=O)Nc1c(OC)ccc2c1c(C(=O)OCC)c(C)n2C | -3 | 99 | 0 | -0.1 | -0.8 | 4 | 4 | 17 | -0.2 | 14
11 | CC(=O)Nc1cc(C(=O)OCc2cccc([N+](=O)[O-])c2)ccc1C | -6 | 100 | -1 | 0.0 | 2.8 | -1 | -3 | 0 | 0.0 | 12
12 | CC(C)(C)Nc1scc(-c2ccccc2)[n+]1-c1ccccc1 | 1 | 94 | 1 | 0.2 | 1.3 | 2 | 0 | -14 | -2.9 | 5
13 | Cc1ccc(N(CC(=O)NC2CCCCC2)C(=O)c2ccc(C)s2)cc1 | -4 | 97 | -1 | 0.4 | -0.4 | -1 | -2 | 6 | -1.3 | 7
14 | COCC(C)NC(=O)C(C)N1c2cccc3cccc(c23)S1(=O)=O (stereo unspecified) | -4 | 100 | 2 | -0.1 | -0.2 | 1 | -2 | 2 | 0.6 | 9
15 | COc1cnc(-c2ccccn2)nc1Sc1ccc(C)cc1 | -4 | 99 | 11 | 3.2 | -3.3 | 1 | -4 | -9 | 1.6 | 10
16 | O=C(c1ccco1)N1CCN(C(=O)c2ccc(-c3ccc([N+](=O)[O-])cc3)o2)CC1 | 2 | 101 | -1 | 0.0 | -0.2 | 0 | 10 | 10 | -4.5 | 6
17 | CC(C)CC(=O)N1CCN(C(=O)c2cccc(F)c2)CC1 | 0 | 94 | -1 | -0.2 | -0.5 | -1 | -4 | 11 | -1.5 | 8
18 | Cc1ccc(F)cc1NC(=O)C1CC(=O)N(CCc2ccccc2)C1 (stereo unspecified) | 3 | 94 | 2 | 0.5 | -0.4 | 2 | -6 | -6 | 2.1 | 0
19 | COc1ccc(NC(=O)C2(S(=O)(=O)c3ccc(C)cc3)CC2)cc1 | -5 | 99 | 0 | -0.2 | 1.9 | -7 | -12 | 5 | -0.1 | -1
20 | O=S(=O)(NN=C(c1ccccc1)c1ccccc1)c1ccccc1 | -6 | 96 | -2 | 0.5 | 1.8 | -6 | 0 | -3 | -0.5 | -5
21 | CCOC(=O)n1c(SCC(N)=O)nc2ccccc21 | 2 | 95 | 0 | -0.2 | -0.2 | -1 | 1 | -12 | 0.1 | -5
22 | O=C1C(Cl)=C(NCC2CCCO2)C(=O)N1c1ccccc1 (stereo unspecified) | 3 | 101 | 3 | 0.1 | 1.0 | 4 | -7 | -2 | -0.3 | -3
23 | COc1ccc(CC(=O)OCC(=O)c2ccc[nH]2)cc1 | -6 | 106 | 1 | 0.0 | 1.6 | 12 | -4 | 8 | 0.1 | 8
24 | COc1ccc(S(=O)(=O)N2CCCC2CNC(=O)C(=O)NC2CC2)cc1 (stereo unspecified) | -2 | 101 | -2 | 0.0 | 0.3 | 7 | 16 | 2 | 0.5 | 1
25 | COc1ccc(N=Nc2ccc(N)nc2N)cc1 | -4 | 90 | -10 | -0.2 | 0.6 | -2 | 14 | -12 | -0.9 | -1
26 | COc1ccccc1OCCNC(=O)CCNC(=O)c1ccccc1Cl | 5 | 97 | 1 | -0.2 | 0.3 | 0 | -4 | 3 | -0.5 | 2
27 | CCCCCCCCN1C(=O)[C@H](CC(=O)NCCCOC)C[C@@]2(C(=O)OCC)CCCC=C12 | 2 | 94 | . | 0.6 | 0.3 | 1 | 4 | . | . | .
28 | CC(=O)c1sc(-c2ccccc2)cc1NS(=O)(=O)c1ccccc1 | 3 | 99 | 2 | 0.1 | -0.5 | -4 | 4 | 3 | -1.4 | 21
29 | CCc1ccccc1NC(=O)CN1CCN(CC(=O)Nc2ccc(-c3ccccc3)cc2)CC1 | 5 | 97 | 1 | 0.0 | -0.3 | -1 | 1 | -3 | -1.6 | 3
30 | CCN(CC)C(=O)C1=C(C)N(Cc2ccccc2)C(=O)C(CC(=O)NCCc2ccccn2)C1 (stereo unspecified) | 7 | 105 | 2 | 0.1 | 3.6 | -4 | 3 | 0 | -0.6 | 12
31 | CN(C)S(=O)(=O)c1ccc(Nc2nc(C3CC3)nc3c2nnn3Cc2ccccc2Cl)cc1 | 3 | 90 | -11 | 3.1 | -1.3 | 1 | -1 | -26 | 0.1 | 6
32 | COc1ccc(N2CCN(Cc3nc4scc(-c5ccccc5)c4c(=O)[nH]3)CC2)cc1 | 4 | 119 | -2 | 0.6 | -3.4 | 4 | 9 | -18 | 1.4 | -7
33 | CCc1ccc(C(=O)CN2CCSC2=N)cc1 | -3 | 105 | -10 | 0.2 | -3.3 | 2 | -4 | -13 | -0.7 | 1
34 | Cc1oc(-c2cccs2)cc1C(=O)N1CCC(C)(C(=O)NS(=O)(=O)C2CC2)C1 (stereo unspecified) | 2 | 103 | 0 | -0.2 | -0.5 | 10 | 19 | -3 | -1.0 | 15
35 | CCC(=O)N1CC23C=CC(CC2CC12CCCCC2)O3 (stereo unspecified) | 11 | 99 | 1 | -0.2 | -0.8 | 1 | 0 | -2 | -0.3 | 6
36 | Cc1ccc(OCCNC(=O)[C@H]2O[C@@H](n3cnc4c(N)ncnc43)[C@H](O)[C@@H]2O)cc1C | 3 | 102 | 3 | -0.1 | -2.2 | -1 | -6 | -2 | . | .
37 | COc1ccc(C(=O)CC(=O)C(=O)Nc2ccc(C)cc2Cl)cc1 | -2 | 98 | 3 | 0.0 | 1.8 | 4 | 0 | 18 | 1.0 | 7
38 | O=C1NC2(CCCCC2)C(=O)N1CC(=O)N(Cc1ccccc1)c1ccccc1 | 2 | 97 | 0 | 0.1 | -0.4 | -3 | -9 | 2 | -1.9 | 1
39 | CCOCCCNC(=O)CCc1ccc(-n2cnc3cccnc32)cc1 | 3 | 105 | 0 | 0.1 | -0.3 | 14 | 0 | 3 | 0.5 | -4
40 | Cc1cc(C)cc(C(=O)Nc2ccncc2)c1 | 6 | 107 | 2 | -0.1 | 2.3 | -3 | 5 | 1 | -1.2 | -4
41 | O=C1/C(=C/c2cccs2)COc2ccccc21 | 1 | 104 | 0 | 0.3 | -2.7 | 0 | 4 | -13 | 1.6 | 7
42 | CCCCCCC(NC(=O)c1ccc(C)cc1)C(=O)O (stereo unspecified) | 7 | 100 | 4 | 0.0 | -2.3 | 3 | 1 | 4 | -0.2 | 12
43 | COc1ccc(NC(=O)Cc2ccccc2F)cn1 | 2 | 96 | 2 | 0.2 | -0.5 | 0 | 0 | -3 | -0.7 | 0
44 | Cc1cc2n(n1)C(c1ccc3c(c1)OCO3)Nc1c(C)cccc1-2 (stereo unspecified) | 7 | 92 | -1 | 0.0 | 0.5 | -1 | -4 | -5 | -1.5 | 8
45 | Nc1ncncc1-c1ccc([N+](=O)[O-])cc1 | -2 | 96 | 1 | 0.1 | 0.4 | -6 | 7 | -1 | 0.1 | -4
46 | COc1cc(/C=C/C(=O)OCC(=O)NCCCc2ccccc2)ccc1O | -3 | 94 | 2 | 0.2 | 1.7 | 7 | -6 | -5 | 0.9 | 17
47 | Cc1ccc(C(=O)N2CCCc3ccccc32)c(Cl)c1 | -8 | 93 | -1 | 0.0 | -2.4 | -1 | -5 | -3 | 2.3 | 10
48 | COC(=O)c1ccc(NC(=O)CSc2nc(C)cc(=O)[nH]2)cc1 | -2 | 94 | 1 | 0.0 | -0.1 | 1 | 5 | 3 | -0.4 | 5
49 | Oc1ccc(C=NNc2nc3ccccc3s2)c(O)c1 | 1 | 91 | -5 | 1.2 | -4.5 | -2 | -1 | 23 | -2.0 | -12
50 | CCOc1ccc(S(=O)(=O)n2c(C)nc3ccccc32)cc1 | 3 | 99 | 3 | 0.0 | -0.8 | 1 | 6 | -12 | -0.4 | 7
51 | c1ccc2c(c1)OCC(CNc1ncnc3nc[nH]c13)O2 (stereo unspecified) | -3 | 93 | 0 | 0.0 | 0.8 | -5 | 2 | -13 | -1.5 | 11
52 | Cc1c(C(=O)OCC(=O)N(C)Cc2ccc(Cl)cc2)oc2ccccc12 | 6 | 104 | 4 | 0.5 | -0.1 | 2 | -7 | -6 | 1.7 | -1
53 | CC1CCCC(C)N1C(=O)CSc1nnc(COc2cccc3cccnc23)o1 (stereo unspecified) | 1 | 94 | 2 | -1.1 | 1.5 | 6 | -2 | -3 | -1.3 | 12
54 | CCOC(=O)C1=C(N)Oc2cc(O)ccc2C1c1ccc([N+](=O)[O-])cc1 (stereo unspecified) | 6 | 96 | 0 | -0.1 | -1.8 | 1 | 0 | 12 | -0.3 | 15
55 | CNC(=S)n1cnc(N)n1 | -6 | 99 | -1 | 0.0 | -0.7 | 0 | -11 | 5 | -1.1 | 7
56 | O=C(COc1ccc(Cl)cc1)NCCCNC(=O)c1ccncc1 | 7 | 169 | 0 | -0.1 | 0.4 | 0 | -2 | 4 | -1.7 | 5
57 | Cc1nn(C)cc1NC(=O)c1cc2nc(-c3ccco3)cc(C(F)(F)F)n2n1 | 7 | 99 | 1 | -0.3 | -0.2 | -3 | -7 | 10 | 1.8 | 17
58 | COc1ccccc1-c1sc2ccccc2c1-c1ccc(C(C)=O)cc1 | -4 | 89 | -3 | 0.2 | 1.5 | 2 | -16 | -4 | -1.7 | 0
59 | CC(=O)NCC(=O)NC1CCCc2c1cnn2-c1ccccc1F (stereo unspecified) | -1 | 98 | 1 | -0.1 | -0.3 | -2 | 8 | -5 | -1.2 | 10

Screening results from PubChem.
